Source: PubChem BioAssay (National Center for Advancing Translational Sciences (NCATS))
Tb PFK inh: qHTS Assay to Find Inhibitors of T. brucei phosphofructokinase; actives 0.17% (n = 330,000); Potency, µM (top dose mostly 57.5 µM), for inactives: at the highest dose activity, negative = inhibition, actives largely listed as inhibitors; ATP-dependent 6-phosphofructokinase (Trypanosoma brucei brucei), O15648; T. brucei PFK, ADP-Glo luminescence; AID 485367, 2010;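 note: potency is the fitted concentration of half-maximal effect; 0% = uninhibited 1x PFK enzyme wells and -100% = no-enzyme wells; nearly all actives have a fitted effect of over 60% in size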
Target sequence (O15648 whole entry, looked up): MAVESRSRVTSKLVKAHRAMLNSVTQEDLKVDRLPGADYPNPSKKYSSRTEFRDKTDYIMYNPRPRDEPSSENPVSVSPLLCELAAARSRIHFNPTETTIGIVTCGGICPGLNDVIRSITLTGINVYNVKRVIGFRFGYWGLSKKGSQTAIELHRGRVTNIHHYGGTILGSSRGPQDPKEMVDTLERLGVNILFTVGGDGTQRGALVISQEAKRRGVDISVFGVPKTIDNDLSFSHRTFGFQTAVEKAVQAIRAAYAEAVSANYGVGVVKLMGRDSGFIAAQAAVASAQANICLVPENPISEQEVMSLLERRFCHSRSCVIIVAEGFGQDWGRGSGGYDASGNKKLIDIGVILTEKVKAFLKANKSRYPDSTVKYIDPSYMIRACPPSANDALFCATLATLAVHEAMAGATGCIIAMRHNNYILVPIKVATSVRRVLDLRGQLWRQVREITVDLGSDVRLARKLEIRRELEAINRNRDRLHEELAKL
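In TEA buffer at pH 8.0 with 5 mM MgCl2, enzyme (1.25 nM) converted F6P (0.5 mM) and ATP (0.1 mM) for 45 min at room temperature. ADP product was read by luciferase luminescence.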
uPA generation: qHTS for Inhibitors of Cell Surface uPA Generation; Potency, µM (highest dose often 38.3 µM), without a hit: at the top dose activity change, negative = inhibition, most hits filed as inhibitors; actives 0.31% (n = 330,000); cell surface uPA generation assay, qHTS; active = well fitted inhibition curve with a large enough effect; inconclusive = small, poorly fitted or top-dose-only effect; inactive = no such curve, though single readings can be large or run the other way; tested in mouse RAW 264.7 cells; note: potency is the fitted concentration of half-maximal effect; % is set by controls: 0 for no effect and ±100 for the full control effect; nearly all actives have a fitted effect of over 55% in size
Coupling enz: qHTS Assay for Inhibitors of Fructose-1,6-bisphosphate Aldolase from Giardia Lamblia: Coupling assay counterscreen; activity change, negative = inhibition, % at 58.2 µM, hits read low; actives 0.67% (n = 290,000); coupling enzyme system counterscreen, AmpLite Red fluorescence; in the data active = activity change below about -30%; note: % is set by controls: 0 for no effect and ±100 for the full control effect
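Counterscreen lacking aldolase: glyceraldehyde-3-phosphate coupling-enzyme reagent preincubated 10 min at RT with compound (at 57.5 uM final), then substrate/coupling system with AmpLite Red added; fluorescence read at 525/598 nm after 20 min RT.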
Giardia kill: Small Molecules that selectively kill Giardia lamblia: qHTS; Giardia lamblia trophozoite viability; activity change, % at 7.66 µM, hits read low; actives 0.15% (n = 340,000); AID 540267, 2011; in the data active = activity change below about -80%; inconclusive = between about -30% and that limit;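 note: parasites exposed to compound for two days anaerobically before the ATP read; % is set by controls: 0 for no effect and ±100 for the full control effect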
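Trophozoite viability was measured as ATP-dependent luminescence, read 15-30 min after reagent addition. Before that, parasites at 100 cells/well were exposed to compounds for 48 h, anaerobically, at 37 deg C.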
Rab9 prom act: qHTS Assay for Rab9 Promoter Activators; Huh7 Rab9 promoter-luciferase reporter, luminescence, 24 h; Potency, µM (titrated, usually from 9.22 µM), for inactives: at the top dose activation, negative = inhibition, actives largely listed as activators; actives 2.8% (n = 320,000); AID 485297, 2010; note: potency is the fitted concentration of half-maximal effect; % of control where 0% means no effect; nearly all actives have a fitted effect of over 60% in size
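Luciferase signal after 10 min detection reagent at ambient indicates Rab9 promoter upregulation; stably transfected Huh7 cells were treated 24 h with compound in DMSO at 37 °C, 5% CO2.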
FLuc counter: qHTS profiling assay for firefly luciferase inhibitor/activator using purifed enzyme and Km concentrations of substrates (counterscreen for miR-21 project); Potency, µM (titrated, usually from 57.5 µM), for inactives: at the top dose activity change, negative = inhibition, actives largely listed as inhibitors; Luciferin 4-monooxygenase (Photinus pyralis), P08659; actives 6.9% (n = 360,000); purified FLuc, Km substrates, luminescence inhibition;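 note: potency is the fitted concentration of half-maximal effect; plate controls were vehicle for no effect and reference inhibitor for full effect; nearly all actives have a fitted effect of over 55% in size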
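Purified P. pyralis luciferase, 10 nM final, with Km-level 10 uM D-luciferin and 10 uM ATP in 50 mM Tris acetate pH 7.5, 10 mM Mg acetate, 0.01% Tween-20, 0.05% BSA; 6-point qHTS titration about 60 µM downward; luminescence read.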
VP16 counter: VP16 counterscreen qHTS for inhibitors of ROR gamma transcriptional activity | Drosophila S2 Gal4-VP16 UAS-luciferase, luminescence, 20 h | Potency, µM (top dose mostly 53.6 µM), for the others: at the highest dose activity, negative = inhibition, hits mostly inhibitors | actives 3.5% (n = 310,000);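 note: Gal4-VP16 expression switched on by copper sulfate through the metallothionein promoter; potency is the fitted concentration of half-maximal effect; % is set by controls: 0 for no effect and ±100 for the full control effect; nearly all actives have a fitted effect of over 50% in size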
ELG1 genotoxic: qHTS screen for small molecules that induce genotoxicity in human embryonic kidney (HEK293T) cells expressing luciferase-tagged ELG1. HEK293T ELG1-luciferase reporter, luminescence, 16 h. actives 1.3% (n = 330,000). Potency, µM (highest dose often 46 µM), for inactives: at the top dose activity change, positive = activation, actives largely listed as activators. AID 504466, 2011; note: potency is the fitted concentration of half-maximal effect; % of control where 0% means no effect; nearly all actives have a fitted effect of over 60% in size
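HEK293T cells expressing luciferase-tagged ELG1 were treated with compound or DMSO for 16 hr at 37°C. Luciferase activity was then read after 30 min with ONE-Glo at room temperature; rising signal flags genetic stress.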
RORgamma inh: qHTS for inhibitors of ROR gamma transcriptional activity | Nuclear receptor ROR-gamma (Mus musculus), P51450 | Drosophila S2 Gal4-RORgamma UAS-luciferase reporter, 20 h | Potency, µM (highest dose often 53.6 µM), for the others: at the highest dose activity change, negative = inhibition, hits mostly inhibitors | actives 5.4% (n = 310,000) | AID 2551, 2010; note: potency is the fitted concentration of half-maximal effect; % is set by controls: 0 for no effect and ±100 for the full control effect; nearly all actives have a fitted effect of over 60% in size
Target sequence (P51450 whole entry, looked up, the tested form may be a part): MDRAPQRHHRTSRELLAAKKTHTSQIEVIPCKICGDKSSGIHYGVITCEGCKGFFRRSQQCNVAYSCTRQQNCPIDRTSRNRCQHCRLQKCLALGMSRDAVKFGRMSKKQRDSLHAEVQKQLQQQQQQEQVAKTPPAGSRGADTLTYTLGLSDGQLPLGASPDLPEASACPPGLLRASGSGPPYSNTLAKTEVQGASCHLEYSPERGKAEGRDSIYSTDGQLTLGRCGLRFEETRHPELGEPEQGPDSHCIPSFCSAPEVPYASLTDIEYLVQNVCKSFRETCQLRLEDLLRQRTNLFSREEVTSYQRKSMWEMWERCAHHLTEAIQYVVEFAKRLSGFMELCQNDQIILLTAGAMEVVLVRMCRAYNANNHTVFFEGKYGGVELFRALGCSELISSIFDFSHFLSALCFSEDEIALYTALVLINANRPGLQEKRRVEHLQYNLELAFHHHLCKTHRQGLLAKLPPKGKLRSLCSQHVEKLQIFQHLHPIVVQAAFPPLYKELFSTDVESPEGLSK
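Schneider cells (Drosophila), stable Gal4 DBD–ROR gamma + UAS-luc; 1 hr cmpd preincubation; Cu2+ induction 700 uM final; 20 hr ambient; luminescence.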
KCNH2 3.1 inh: qHTS for Inhibitors of KCHN2 3.1: Mutant qHTS; Potassium voltage-gated channel subfamily H member 2, brain isoform KCNH2 3.1 (human); U2OS KCNH2 3.1, thallium flux FluxOr; stronger effect = lower value; activity change, % (tested at about 1.8 µM); actives 0.95% (n = 340,000); AID 720553, 2013;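 active = maximum activity change below -70%; inconclusive = maximum activity change from -70% to -50%; inactive = maximum activity change above -50%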;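 note: thallium influx rate constant from kinetic fluorescence after stimulation buffer; % is set by controls: 0 for no effect and ±100 for the full control effect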
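Thallium flux read-out: FluxOr dye with Red40 quencher in HBSS/HEPES, 45 min at RT. Rate constants from kinetic reads were normalized to positive and negative DMSO controls. Cells: U2OS virally expressing the 3.1 isoform.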
NPC1 prom act: qHTS Assay for NPC1 Promoter Activators; Huh7 NPC1 promoter luciferase reporter, 24 h; Potency, µM (highest dose often 9.22 µM), inactives show top-dose activation, most hits filed as activators; actives 2.4% (n = 320,000); AID 485313, 2010;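 note: potency is the fitted concentration of half-maximal effect; % of control where 0% means no effect; nearly all actives have a fitted effect of over 60% in size; reporter is driven by a mutant NPC1 promoter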
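Cells: Huh7 expressing luciferase under the NPC1 promoter, 1500/well. Seeded 2 h, compound added, incubated 24 h at 37 °C. Luciferase reagent, 10 min ambient, then luminescence.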
* = called active by the depositor; ? = inconclusive; . = no result given; & = joins results of further samples; [ ] = another dose, or the depositor's remark. Unless noted, calls come from the whole dose curve; as a rule, active = well fitted curve in the direction sought with a large enough effect; inconclusive = small, poorly fitted or top-dose-only effect, or another doubt; inactive = no such curve, though single readings can be large; an effect the other way counts as inactive or inconclusive.

SMILES	Tb PFK inh	uPA generation	Coupling enz	Giardia kill	Rab9 prom act	FLuc counter	VP16 counter	ELG1 genotoxic	RORgamma inh	KCNH2 3.1 inh	NPC1 prom act
CCOC(=O)C1=C(C)NC(C)=C(C(=O)OCC)C1C(=O)OCC(=O)NC1(C#N)CCCCC1	1.1%	1.9%	.	-1.5	-2.0%	0.5%	.	-7.4%	.	1.8	1.0%
FC(F)(F)C1=CC(c2ccc(Cl)cc2)=NCCN1	2.1%	3.3%	-6.6	-0.1	-2.8%	0.3%	-8.5%	0.9%	-5.4%	0.1	0.7%
CC(C)c1ccc(S(=O)(=O)/N=C2/C=C(Sc3ncn[nH]3)C(=O)c3ccccc32)cc1	?	-18.7%	-91.8*	-7.7	-16.7%	?	-5.1%	-3.7%	?	-1.4	-2.0%
COc1ccc(/C=C/C(=O)c2ccc[nH]2)cc1OC	-4.2%	-14.4%	4.4	36.7[activator]	3.16µM*	12µM*	26.0%	20.6µM*	0.0%	-22.2	?
Cc1ccnc(NS(=O)(=O)c2ccc(NC(=O)c3cncc(Br)c3)cc2)n1	18.7%	-0.7%	0.3	1.9	-5.3%	2.7%	-1.1%	0.3%	32.6%	-4.9	-3.2%
Cn1cnnc1SCC(=O)N1c2ccccc2-c2c(ssc2=S)C1(C)C	-2.3%	.	0.1	.	-6.9%	0.8%	-7.8%	-3.6%	0.3%	.	0.2%
CCCN(CC1CC1)c1nc(C)nc(Nc2c(Cl)cc(Cl)cc2Cl)c1Cl	.	5.7%	0.0	10.9	-2.3%[46.1 µM]	.	-3.8%	.	3.55µM*	-8.3	-1.2%[46.1 µM]
CCOC(=O)C1CCN(C(=O)CCCCn2c(=O)[nH]c3ccccc3c2=O)CC1	0.3%	2.0%	3.4	-10.2	-9.2%	-0.8%	-2.2%	0.0%	35.1%	8.8	-4.9%
Cc1cccnc1NC(=O)Cn1nc(-c2ccccc2)oc1=S	-2.1%	-13.0%	-4.8	-17.0	1.26µM*	-6.7%	-21.2%	?	?	-7.9	3.16µM*
O=S(=O)(c1ccc2c(c1)OCCO2)N1CCC(n2nnc3cc(C(F)(F)F)ccc32)CC1	-1.3%	-0.2%	-5.1	5.9	-9.8%	0.2%	0.0%	-10.6%	-4.7%[10 µM]	?	0.3%
O=C(COC(=O)c1ccc(Cl)cc1Cl)Nc1cccc(S(=O)(=O)NC2=NCCC2)c1	-29.9%	-23.3%	.	-6.2	1.3%	?	.	0.3%	.	15.6	-1.0%
CCN(CC(=O)Nc1ccccc1OC)C(=O)c1ccc(NC(=O)c2cccs2)cc1	-5.9%	11.6%	.	19.6	-1.5%	.	.	-6.5%	.	1.1	0.3%
CC(C)(C)c1cc(CN(CCO)CCO)cc(C(C)(C)C)c1O	1.2%	.	-13.7	-3.2	-3.4%	-2.2%	0.9%	-13.6%	-11.1%	1.3	-2.2%
C=CCSC1=Nc2cc(OC)c(OC)cc2C2=NC(=O)CN12	-3.8%	-6.5%	0.0	17.7	-12.8%	3.3%	-6.5%	-6.6%	24.7%	10.1	-6.0%
COc1cc(OC)c(C2=NOC(C(=O)Nc3c(C)n(C)n(-c4ccccc4)c3=O)C2)cc1Cl (stereo unspecified)	0.8%	-2.1%	-0.8	9.2	-10.3%	4.7%	-5.2%	3.7%	19.1%	-1.3	-1.3%
CCN(CC)C(=S)SCC(=O)Nc1ncc2c(n1)CC(C)(C)CC2=O	0.5%	1.9%	-4.0	12.5	1.5%	-1.9%	3.7%	-7.4%	16.0%	22.6	-4.1%
CSCCC(NS(=O)(=O)c1ccc(C)cc1C)C(=O)Nc1cccnc1 (stereo unspecified)	3.5%	4.8%	.	0.9	.	.	.	-3.1%	.	5.4	.
COc1ccc([C@@H]2CC(=O)c3c(O)cc(O[C@@H]4OC(CO[C@@H]5OC(C)[C@H](O)[C@@H](O)[C@H]5O)[C@@H](O)[C@H](O)[C@H]4O)cc3O2)cc1O (stereo partly specified)	0.3%	7.5%	.	1.8	.	.	.	3.3%	.	3.5	.
CC1CCN(c2ccc(C(=O)Nc3ccc4c(c3)OCO4)cc2[N+](=O)[O-])CC1	3.2%	4.9%	-9.6	-4.4	2.4%	?	1.9%	-5.5%	?	-5.4	-3.4%
O=C(Nc1ccccc1)Nc1cccc(NC(=O)Nc2ccccc2)c1F	0.8%	4.4%	-0.3	-4.9	24.9%	?	1.8%	10.2%	-2.3%	22.8	26.6%
O=C(CSc1nnc(NC(=O)C2CC2)s1)NCc1ccc(F)cc1	-6.6%	-0.8%	.	-0.4	6.2%	-2.0%	-3.8%	?	-13.0%	6.1	-0.5%
COc1ccc(-c2sc3cc(OC)ccc3c2-c2ccc(OCCN3CCOCC3)cc2)cc1	0.0%	-10.2%	.	-19.8	.	.	.	-2.0%	.	-40.8	.
O=C(COC(=O)[C@@H]1CC(O)CN1S(=O)(=O)c1ccc([N+](=O)[O-])cc1)NC12CC3CC(CC(C3)C1)C2 (stereo partly specified)	1.9%	11.2%	2.3	9.1	2.4%	-0.3%	-1.6%	4.9%	62.5%	1.3	-4.3%
CCOCCCNC(=O)C(NC(=O)CNC(=O)c1ccccc1)c1ccc(C)cc1 (stereo unspecified)	0.3%	2.7%	0.1	-16.1	-7.3%	-0.5%	1.6%	1.3%	-6.5%	4.8	5.9%
COC(=O)CSc1nc2cc(OC)ccc2n1C	7.5%	1.3%	6.6	-7.5	3.3%	1.6%	0.0%	4.8%	-43.8%	6.9	-2.8%
SMILES	Tb PFK inh	uPA generation	Coupling enz	Giardia kill	Rab9 prom act	FLuc counter	VP16 counter	ELG1 genotoxic	RORgamma inh	KCNH2 3.1 inh	NPC1 prom act
CN(C)CC#CCCCCCCC#CCN(C)C	1.4%	.	2.8	.	?	-0.6%	-1.0%	-5.4%	1.5%	.	-4.3%
CCC(C)(C)c1ccc(OC(=O)c2cccnc2Cl)cc1	6.9%	-1.6%	-0.2	-3.5	5.8%	4.78µM*	2.9%	?	?	-2.2	-1.3%
Cc1cc(NC(=O)C(C)C)ncc1NC(=O)Cc1ccccc1	2.6%	1.5%	2.0	-7.1	2.2%	3.3%	4.5%	4.9%	31.0%	4.3	-2.3%
CCOc1ccc(-n2c(Cc3cc(=O)[nH]c(=O)[nH]3)nnc2SCC(=O)OC)cc1	-2.1%	-0.4%	4.2	9.2	-2.7%	7.4%	0.5%	-0.9%	5.4%	17.7	-5.3%
Cn1c(SCC(=O)NCCN2C(=O)CSC2=O)nnc1-c1ccccc1	4.1%	-8.2%	0.9	7.2	0.2%	-1.7%	-2.5%	-1.8%	-0.8%	-13.9	0.6%
O=C(NCCCN1CCOCC1)C(=O)N/N=C/c1c(Cl)cccc1Cl	1.9%	3.5%	-0.6	4.3	-5.8%	-2.3%	-12.4%	-0.1%	0.9%	2.7	1.4%
CCC(NC(=O)c1ccccc1NC(=O)c1ccc(OC)cc1)C(=O)N1CCCC1 (stereo unspecified)	0.3%	-26.0%	2.3	-5.4	24.5%	16.9µM*	-10.3%	12.5%	16.2%	1.2	20.9%
CCOC(=O)c1cccc(NC(=O)CN(c2ccc(C)cc2)S(=O)(=O)c2c(C)n[nH]c2C)c1	1.0%	2.3%	-4.0	16.4	-2.3%	-0.5%	-1.2%	0.8%	-12.0%	-11.2	0.6%
Cc1cccc(CCNC(=O)C2CCN(S(=O)(=O)c3c(C)nn(C)c3C)CC2)c1	2.3%	7.2%	7.5	-20.7	10.9%	3.3%	-2.6%	1.4%	-24.2%	.	1.6%
Cc1cccc(/C=N\Nc2nnc(-c3ccccc3)c(=O)[nH]2)c1	2.6%	-2.2%	0.5	2.4	-8.3%	-1.1%	0.8%	10.4%	-14.3%	-0.6	1.2%
COc1cccc(-c2nc(CS(=O)(=O)CC(=O)NCCc3ccc(OC)cc3OC)c(C)o2)c1	-0.8%	3.0%	0.4	-4.7	0.0%	0.2%&1.9%	-5.6%	-6.8%	0.4%	-1.7	-2.4%
CCc1cc2c(cc(C(=O)O)n2C)s1	4.6%	-9.3%	4.9	-4.6	-3.2%	2.4%	10.3%	-2.3%	2.2%	-2.1	0.5%
CC(=O)N/N=C(\N)c1nonc1N	-1.8%	-8.2%	0.8	0.6	-2.9%	-3.1%	6.2%	1.7%	-1.7%	2.7	0.5%
